APJ antagonist = antagonists of human APJ apelin receptor. P35414. CHO-K1 APJ beta-arrestin complementation, luminescence. inhibition, % at 20 µM. 330,000 compounds, 0.32% hits;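 active = inhibition above about 40% at 20 µM, limit read from the data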;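 also: cells challenged with 10 nM apelin-13 agonist together with compound; plate controls were apelin-13 plus DMSO wells for no effect and DMSO wells lacking apelin-13 for full effect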
Target sequence (P35414 whole entry, looked up): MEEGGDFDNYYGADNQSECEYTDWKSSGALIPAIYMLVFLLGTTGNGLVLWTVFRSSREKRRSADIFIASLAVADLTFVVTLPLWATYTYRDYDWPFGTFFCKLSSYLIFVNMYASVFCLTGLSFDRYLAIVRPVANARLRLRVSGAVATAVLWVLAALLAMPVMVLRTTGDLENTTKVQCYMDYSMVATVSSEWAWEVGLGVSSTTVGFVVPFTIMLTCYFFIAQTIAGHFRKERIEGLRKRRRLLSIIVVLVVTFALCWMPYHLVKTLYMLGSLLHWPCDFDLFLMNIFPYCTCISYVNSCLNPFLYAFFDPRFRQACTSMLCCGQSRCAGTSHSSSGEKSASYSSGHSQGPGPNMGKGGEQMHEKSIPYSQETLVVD
Mdm2 MdmX PPI = disrupts the human Mdm2-MdmX interaction; SaOS-2 split-luciferase Mdm2/MdmX complementation, luminescence; inhibition, % at 8 µM; 330,000 compounds, 3% hits; AID 485346;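 active = inhibition of at least 50% at 8 µM in the primary screen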
tim10-1 inh = inhibits growth of tim10-1 mutant yeast. S. cerevisiae tim10-1 ts strain growth, BacTiter-Glo, 24 h. inhibition, % at 20 µM. 330,000 compounds, 2.2% hits. AID 463190;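 active = inhibition of at least 40%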;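 also: mutant grown at 25 °C; 0% = DMSO wells with yeast and 100% = wells holding no yeast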
CHOP UPR activ = activators of apoptotic arm of unfolded protein response (CHOP) | AID 449763 | 330,000 compounds, 0.34% hits | CHO-CHOP luciferase reporter, UPR activation, luminescence; percent of tunicamycin response over DMSO baseline | activation, % at 10 µM;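 active = at 10 µM dose, activation of 40% or more, normalized to positive control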;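 also: 100% = tunicamycin at 10 µg/mL and 0% = DMSO alone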
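Assay system: CHO-CHOP cells, stable luciferase reporter of PERK-eIF2a-CHOP signalling / Buffer or medium: F12 plus 10% serum / Compound dosing: one dose, 10 µM in 0.5% DMSO / Times: 6 h compound treatment, 37 °C / Technique: luciferase luminescence / Read-out: % reporter activation, DMSO baseline versus tunicamycin full activation / Benchmarks: tunicamycin and DMSO controls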
CXCR6 block = CXCR6 (human) receptor inhibition. CHO-K1 PathHunter CXCR6 beta-arrestin, luminescence. O00574. inhibition, % at 20 µM. 360,000 compounds, 0.36% hits; in the data active = inhibition above about 34%, passing the limit was not always enough;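 also: antagonist mode with CXCL16 agonist at 10 nM final; 0% = 10 nM CXCL16 with DMSO and 100% = unstimulated wells without agonist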
Target sequence (O00574 whole entry, looked up): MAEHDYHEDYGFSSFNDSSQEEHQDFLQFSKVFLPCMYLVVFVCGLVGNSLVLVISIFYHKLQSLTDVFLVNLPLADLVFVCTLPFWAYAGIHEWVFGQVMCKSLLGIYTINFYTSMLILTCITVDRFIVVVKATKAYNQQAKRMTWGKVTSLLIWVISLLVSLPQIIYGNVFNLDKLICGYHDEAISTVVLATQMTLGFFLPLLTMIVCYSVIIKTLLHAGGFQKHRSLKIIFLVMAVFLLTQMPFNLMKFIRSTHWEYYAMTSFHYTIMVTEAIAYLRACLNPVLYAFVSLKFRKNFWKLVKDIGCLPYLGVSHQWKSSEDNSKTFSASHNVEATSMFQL
APJ agonist = agonists of human APJ apelin receptor; P35414; 330,000 compounds, 0.11% hits; AID 2520; CHO-K1 APJ PathHunter beta-arrestin, luminescence; 0% DMSO wells, 100% apelin; activation, % at 20 µM;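 active = activation more than six SD over the plate average, tested at 20 µM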;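 also: 0% = DMSO alone and 100% = apelin-13 at 10 nM; some results filed as inactive read as strong as hits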
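Test system: CHO-K1 APJ beta-arrestin complementation cell line. Amount: cell density 1000 per well. Controls: DMSO negative, 10 nM Apelin-13 positive. Signal: luminescent beta-gal fragment complementation, chemiluminescent substrate. Read-out basis: agonist-driven arrestin binding to APJ. Timing: compound stimulation 90 min at 25 °C, detection 60 min.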
XBP1 UPR activ = adaptive UPR (XBP1) activation. CHO-XBP1 luciferase reporter, IRE1-XBP1 UPR activation, luminescence; percent of tunicamycin response, DMSO as zero. activation, % at 20 µM. 330,000 compounds, 0.33% hits;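 active = versus positive control, 20 µM dose yields 30% or more activation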;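 also: 100% = tunicamycin at 10 µg/mL and 0% = DMSO only wells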
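Signal: luciferase luminescence; Assay system: CHO-XBP1 luciferase reporter cells; Amount: one thousand reporter cells per well; Dosing: 20 µM single concentration, DMSO 1%; Benchmarks: high control tunicamycin 10 µg/mL final, low control DMSO vehicle only; Schedule: 6 h compound exposure at 37 °C, 5% CO2; Evaluation: percent activation relative to tunicamycin reference.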
tim23-1 inh = growth inhibitors of tim23-1 mutant yeast; 330,000 compounds, 1.3% hits; AID 463212; inhibition, % at 20 µM; S. cerevisiae tim23-1 growth, BacTiter-Glo luminescence, 24 h;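 active = growth inhibition of the mutant yeast at or above 50%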;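 also: temperature-sensitive mutant grown at 25 °C; plate controls were DMSO-treated mutant yeast for no effect and medium wells lacking yeast for full effect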
TIM10 inh = growth inhibitors of TIM10 yeast strain; S. cerevisiae TIM10 strain growth, BacTiter-Glo luminescence, 24 h; inhibition, % at 10 µM; 330,000 compounds, 1.4% hits; AID 463195;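 active = inhibition of 40% or more at the single tested concentration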;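 also: wild-type TIM10 isogenic control strain grown at permissive 25 °C; 0% = DMSO yeast wells and 100% = minimal medium wells without yeast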
Starred values were filed as active, the others as inactive; . = no result given. These rows are one share of the data; rates above refer to the full screens.

SMILES	APJ antagonist	Mdm2 MdmX PPI	tim10-1 inh	CHOP UPR activ	CXCR6 block	APJ agonist	XBP1 UPR activ	tim23-1 inh	TIM10 inh
Cc1ccsc1/C=C/C1=Cc2c(sc(NC(=O)CSc3n[nH]c(N)n3)c2C#N)C(C)(C)C1	21	33	18	1.2	8	-1	1	18	14
CC(=O)C12C3C4C(C5C1C3C5(Br)C41OCCO1)C21OCCO1 (stereo unspecified)	-11	8	16	0.9	2	-4	-1	6	7
Cc1ccc(N2CCCCn3c2nc2c3c(=O)[nH]c(=O)n2C)cc1	1	-19	19	-0.1	4	-2	-1	-1	9
CCn1c(SCC(=O)Nc2ccc(NC(C)=O)cc2)nc2c([nH]c3ccccc32)c1=O	9	52*	5	0.4	4	-4	-2	-7	-25
COc1ccc(S(=O)(=O)N2c3ccccc3OCC2CC(=O)O)cc1 (stereo unspecified)	-3	5	9	2.6	-4	-1	-2	8	-2
O=C(Nc1nc2c(s1)CN(Cc1ccccc1)CC2)C1CCCC1	5	10	1	2.9	5	0	2	0	12
NS(=O)(=O)c1ccc(CCNC(=O)c2cc(-c3ccccc3)nc3ccccc23)cc1	7	0	-5	0.1	-6	0	-2	-2	-4
COc1cccc(C2SCC(=O)N2c2ccc(C)cc2)c1OC (stereo unspecified)	3	5	20	0.2	8	0	1	9	16
Cc1cccc(N=Nc2c(C)[nH]n(C(N)=S)c2=O)c1C	16	-36	6	4.2	.	-2	-2	14	25
O=C(COC(=O)C(Cc1ccccc1)NC(=O)c1ccc(Cl)cc1)c1ccc(Cl)cc1 (stereo unspecified)	1	-6	18	-1.0	-2	-5	4	7	-2
CN(C)c1ccc(C2SCCN2C(=O)c2ccc([N+](=O)[O-])cc2)cc1 (stereo unspecified)	-7	1	11	-1.5	-6	1	-3	1	-16
C#CCN(N(C)c1ncc(C(F)(F)F)cc1Cl)S(=O)(=O)c1ccc2ccccc2c1	5	9	21	-1.0	5	-5	0	8	6
CCCCc1ccc(S(=O)(=O)NC2CCS(=O)(=O)C2)cc1 (stereo unspecified)	8	20	-5	0.7	-6	2	0	9	13
CCSc1nnc(Cn2c(=O)sc3ccccc32)n1-c1ccccc1C	-16	8	3	-2.5	6	-3	2	12	-8
COc1ccc(CCNC(=O)C2CCCN(S(=O)(=O)N3CCCCCC3)C2)cc1OC (stereo unspecified)	-11	33	-10	-1.7	-2	-5	-2	7	8
COc1ccccc1NC(=O)c1ccc(NC(=O)CSc2nnnn2C)cc1	4	3	16	1.7	-5	3	-1	11	19
O=C(NC12CC3CC(CC(C3)C1)C2)c1ccc(Br)o1	11	-24	24	-0.2	8	-1	-1	25	35
COc1ccc(NCc2nnc(SCC(=O)Nc3cc(C(F)(F)F)ccc3Cl)o2)cc1	-31	2	26	1.7	-8	-1	2	18	18
CCCC(O)(CCC)C(=O)NN(C(=O)CCl)c1ccccc1	14	58*	22	-0.9	-12	-5	2	17	9
CCOC(=O)C1CCN(C(=O)c2cc3c(OC)c(OC)c(OC)cc3[nH]2)CC1	20	2	-3	-0.3	-13	-3	0	8	-15
O=C(Nc1ccc(-c2nc3ccccc3[nH]2)cc1)c1ccc2c(c1)OCO2	-19	90*	-20	13	-2	3	12	1	8
O=C(CSc1nnc(-c2ccc(Cl)cc2Cl)n1C1CCCCC1)N1CCCC1	-10	-5	26	1.7	5	-2	-4	30	12
C/C(=N/NC(=O)c1ccc(NC(=O)c2ccc(F)cc2)cc1)c1ccccc1	14	36	1	-0.6	-10	7	0	-6	4
CCN(CC)CCC(=O)N1c2ccccc2CCc2ccc(NC(=O)OC(C)C)cc21	7	8	7	0.9	7	-4	-6	6	8
CCOC(=O)c1c(NC(=O)CSc2nnnn2-c2ccc3c(c2)OCO3)sc(C)c1C	20	33	18	-1.3	2	-2	-2	13	16
CCN1C(=O)[C@H]2[C@@H](c3ccc(C)cc3)N3C(=O)N(c4cccc(C)c4)C(=O)[C@@]3(Cc3ccccc3)[C@H]2C1=O	8	7	-7	-0.7	-4	-2	-1	-3	4
OC[C@@H]1[C@@H](c2ccccc2)C(c2ccccc2)=NN1c1ccccc1	.	4	18	3.2	0	.	1	46	14
CCO[C@@H]1OC(C(N)=O)=C[C@H](c2ccc(Br)cc2)[C@H]1CCCO	-16	16	-14	0.1	6	3	-1	8	-5
Cc1nn(-c2ccccc2)c(-n2cccc2)c1C(=O)O	-16	20	10	-1.0	1	2	-1	10	-1
Cn1c(SCC(=O)N(C2CCCCC2)C2CCCCC2)nnc1-c1cccs1	17	18	36	0.2	6	-4	-1	49	35
CCOc1ccc(NC(=O)CCN2C(=S)NC(C)(C)CC2C)cc1 (stereo unspecified)	9	-8	8	0.5	-5	1	-1	12	3
S=c1[nH]nc(-c2cccc(Cl)c2)n1Cc1ccccc1	10	3	32	-1.3	-5	-1	4	40	37
Cc1cc(NC(=O)c2ccco2)ccc1NC(=O)Cc1cccs1	-6	-3	-4	1.6	-4	-1	-2	13	9
Cc1nc(SCC(=O)NC(C)(C)C)c2c(-c3cccs3)csc2n1	-6	16	11	-1.8	2	-4	-1	-2	-1
c1csc(CNc2ncnc3ccc(-c4ccc5c(c4)OCCO5)cc23)c1	-9	38	30	2.0	3	2	-1	57*	37
O=C(O)COc1ccccc1/C=N/NC(=O)CSc1nc2ccccc2c(=O)n1-c1ccccc1	9	20	10	2.3	4	-3	-5	17	-7
CC[n+]1c(C)n(C)c2cc(S(=O)(=O)N(C)C)ccc21	11	2	-4	0.8	-2	1	0	6	-6
CNC(=S)N/N=C/c1c2ccccc2c(Cl)c2ccccc12	-36	19	38	-2.1	12	0	-1	35	22
COc1cc(/C=C2\COC/C(=C\c3ccc(O)c(OC)c3)C2=O)ccc1O	44*	100*	71*	140*	41*	-9	-6	69*	67*
COc1ccc(NC(=O)C(C)Sc2nnc3c4c(nc(-c5ccc(OC)cc5)n23)CC(C)(C)OC4)cc1 (stereo unspecified)	-19	21	28	3.1	0	3	1	15	31

Full records, looked up by structure. Screens in order: APJ antagonist | Mdm2 MdmX PPI | tim10-1 inh | CHOP UPR activ | CXCR6 block | APJ agonist | XBP1 UPR activ | tim23-1 inh | TIM10 inh
Cc1nc(SCC(=O)NC(C)(C)C)c2c(-c3cccs3)csc2n1 is entered as -6 | 16 | 11 | -1.8 | 2 | -4 | -1 | -2 | -1
O=C(O)COc1ccccc1/C=N/NC(=O)CSc1nc2ccccc2c(=O)n1-c1ccccc1 is entered as 9 | 20 | 10 | 2.3 | 4 | -3 | -5 | 17 | -7
Cc1cc(NC(=O)c2ccco2)ccc1NC(=O)Cc1cccs1 is entered as -6 | -3 | -4 | 1.6 | -4 | -1 | -2 | 13 | 9
CCN1C(=O)[C@H]2[C@@H](c3ccc(C)cc3)N3C(=O)N(c4cccc(C)c4)C(=O)[C@@]3(Cc3ccccc3)[C@H]2C1=O is entered as 8 | 7 | -7 | -0.7 | -4 | -2 | -1 | -3 | 4

The results go on:
SMILES	APJ antagonist	Mdm2 MdmX PPI	tim10-1 inh	CHOP UPR activ	CXCR6 block	APJ agonist	XBP1 UPR activ	tim23-1 inh	TIM10 inh
COc1ccc(CCN=C(N)NS(=O)(=O)c2ccccc2)cc1	-2	-16	9	2.3	0	-3	1	5	10
COc1ccc(N2CCN(C(=O)CCCN3C(=O)c4cccc5cccc(c45)C3=O)CC2)cc1	9	-11	49*	0.5	-5	0	0	46	34
O=C(Cn1ncc2c(=O)oc3ccccc3c21)N1CCN(C(=O)c2ccco2)CC1	-12	24	-3	-1.1	10	-1	1	11	6
CNC(=O)C(=O)NCC1OCCCN1S(=O)(=O)c1cccs1 (stereo unspecified)	-9	4	14	1.9	7	-2	-1	7	2
O=c1ccc2cc([N+](=O)[O-])c(CCO)cc2o1	-7	-2	6	0.3	-11	4	-3	12	5
CCCc1cc(=O)oc2c(C)c(OCC(=O)Nc3ccc(CN4CCOCC4)cc3)ccc12	1	22	40*	-0.4	7	1	-7	11	39
Nc1nc(NC(=O)c2ccc(Cl)cc2)nn1-c1ccccc1	-1	-5	-1	-1.7	8	-3	-1	12	4
C[C@H](CO)N1C[C@H](C)[C@@H](CN(C)Cc2ccc(C(=O)O)cc2)Oc2c(NS(=O)(=O)c3cccs3)cccc2C1=O	7	7	3	0.0	1	-2	1	8	-5
COC(=O)CNC(=O)C(NC(=O)OCc1ccccc1)C(C)C (stereo unspecified)	3	12	-19	-2.0	-2	-2	-5	-28	-2
CCN1/C(=C/c2ccc3cccc(C)c3[n+]2CC)Sc2ccccc21	8	62*	64*	20	-1	1	-5	68*	77*
Cc1ccsc1/C=N/Nc1nc(Cl)c(Cl)cc1Cl	18	-26	16	4.4	6	-2	1	24	9
C=CCN1C(=O)c2ccccc2Sc2ccc(C(=O)NCCC)cc21	11	19	13	-1.5	-1	-1	-5	14	14
COCC(=O)OCC(=O)Nc1cc(C)c(C)cc1[N+](=O)[O-]	-4	0	2	-0.8	-7	1	2	20	15
CCOC(=O)C(=O)Nc1cc(C)nn1-c1nc2ccccc2[nH]1	4	7	-4	4.4	-12	-5	1	-21	-26
O=[N+]([O-])c1ccc2c(c1)OCCOCCOCCOCCOCCOCCO2	6	-8	10	1.9	10	-2	-1	13	-1
COc1ccc(Nc2ncnc3c2cnn3Cc2ccc(C)cc2)cc1	-5	28	38	-1.2	-1	3	-1	38	28
O=C(O)C1Nc2c(O)cc(Cl)c([N+](=O)[O-])c2C2C=CCC12 (stereo unspecified)	27	-3	17	-0.6	24	-5	-1	-15	-3
CC(C(=O)Nc1cccc([N+](=O)[O-])c1)n1nnc2ccccc21 (stereo unspecified)	3	5	24	-2.7	2	-3	-2	22	7
O=C(c1ccccc1F)N1CCOCC1	-27	20	10	-0.1	-2	-1	-1	8	8
CC(=O)c1cccc(NS(=O)(=O)c2cc(-c3cnc(C4CC4)o3)ccc2C)c1	-6	57*	11	-0.8	-1	3	-1	15	17
O=C(O)c1ccccc1-c1ccc(/C=c2\sc3nc4cc(Br)cnc4n3c2=O)o1	19	27	17	0.6	12	-5	-4	20	14
COc1ccc(CCNC(=O)c2ccccc2NS(=O)(=O)c2c(F)cccc2F)cc1	-2	23	4	-2.2	5	-4	-2	8	17
COc1ccc(C(CNC(=O)c2cc3ccccc3cc2O)N2CCOCC2)cc1 (stereo unspecified)	-21	18	26	0.4	-19	8	-1	48	1
CCO[C@H]1OC(C(=O)N2CCOCC2)=C[C@@H](c2coc3ccccc3c2=O)[C@@H]1CCCO	8	-3	6	-0.5	-2	-5	1	15	4
Cc1ccc(C(=O)COC(=O)c2cn(-c3ccccc3)nc2-c2ccccc2)cc1[N+](=O)[O-]	-21	1	27	11	1	-4	1	4	12
CC1(c2ccccc2)NC(=O)N(CC(=O)NCCC2=CCCCC2)C1=O (stereo unspecified)	-1	15	20	-0.8	1	-4	-1	-2	-7
Cc1cccc(OC(C)C(=O)Nc2ccccc2C(=O)N2CCCCC2)c1 (stereo unspecified)	-5	-3	31	-0.2	5	-5	-3	38	20
c1ccc(C[C@H]2CN=C(Nc3ccccc3)N2CCCC2CCCCC2)cc1	3	10	-2	-0.9	5	-4	-1	-4	9

Bioassay records from PubChem.
